Source: PubChem (several laboratories)
HTR5A ag ctr: HTR5A agonists in luminescence cell assay, primary screen, counter-screen for OPRM1-OPRD1 heterodimer agonist project, full-deck HTS; 5-hydroxytryptamine receptor 5A (Homo sapiens), P47898; cell-based; activation, % at 9.3 µM; 340,000 tested, 0.61% active; in the data active = activation mostly above about 9.5%, no sharp cut-off; inactive = mostly below about 7.6%;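 also: 0% = cells with vehicle only and 100% = reference agonist; strong numbers were not always called active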
Target sequence (P47898 whole entry, looked up): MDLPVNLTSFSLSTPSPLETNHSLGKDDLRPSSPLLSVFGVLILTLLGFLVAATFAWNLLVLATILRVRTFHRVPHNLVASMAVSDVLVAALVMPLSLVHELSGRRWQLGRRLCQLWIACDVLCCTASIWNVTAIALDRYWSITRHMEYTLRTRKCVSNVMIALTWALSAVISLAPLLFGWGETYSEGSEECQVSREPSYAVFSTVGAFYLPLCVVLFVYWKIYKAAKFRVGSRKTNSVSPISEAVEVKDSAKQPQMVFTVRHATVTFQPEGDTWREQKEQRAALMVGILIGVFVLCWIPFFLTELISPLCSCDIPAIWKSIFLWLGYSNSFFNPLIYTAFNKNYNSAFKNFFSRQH
SR-BI HDL uptake: inhibitors of SR-BI mediated HDL lipid uptake, primary screen, ldlA[mSR-BI] cells, fluorescence, single point | Scavenger receptor class B member 1 (Mus musculus), Q61009 | ldlA[mSR-BI] CHO cells, DiI-HDL uptake fluorescence, 3 h | inhibition, % at 12.5 µM | 320,000 tested, 0.96% active;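 active = mean replicate inhibition of at least 70% and a set share of replicates each scoring 70 or more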;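 also: 0% = median of neutral control wells and 100% = median of positive control wells; values of inactives mirror those of a sister screen read the other way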
Target sequence (Q61009 whole entry, looked up): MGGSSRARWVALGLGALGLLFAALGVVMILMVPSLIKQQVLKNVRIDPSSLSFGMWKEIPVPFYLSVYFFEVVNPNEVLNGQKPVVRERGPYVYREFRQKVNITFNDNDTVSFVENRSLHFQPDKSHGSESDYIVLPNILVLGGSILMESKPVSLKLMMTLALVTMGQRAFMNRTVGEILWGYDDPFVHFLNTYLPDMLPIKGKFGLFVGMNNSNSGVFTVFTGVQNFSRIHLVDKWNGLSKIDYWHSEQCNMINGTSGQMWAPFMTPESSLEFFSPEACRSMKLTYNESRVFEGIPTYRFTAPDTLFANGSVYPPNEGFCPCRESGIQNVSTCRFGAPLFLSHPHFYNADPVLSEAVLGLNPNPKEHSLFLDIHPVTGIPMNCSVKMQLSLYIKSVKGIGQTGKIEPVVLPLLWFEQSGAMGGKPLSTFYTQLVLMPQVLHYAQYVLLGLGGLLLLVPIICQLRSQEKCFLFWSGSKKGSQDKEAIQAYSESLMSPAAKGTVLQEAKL
CDK5 inh: inhibitors of human CDK5/p35 kinase, primary screen, biochemical, single concentration | inhibition, % at 10 µM | AID 488839, 2010 | 330,000 tested, 0.01% active | Recombinant CDK5/p35, ADP-Glo luminescence, 60 min | Cyclin-dependent kinase 5 (Homo sapiens) + Cyclin-dependent kinase 5 activator 1 (Homo …;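 active = highest replicate inhibition of at least 50% and at least 75% of replicates reaching 50%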;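 also: plate controls were DMSO neutral control for no effect and GW8510 at 10 µM for full effect; many of its hits are not listed in these tables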
Wnt bcat act: Wnt/beta-catenin pathway activators, primary screen, cell-based, plate reader, single point; 300,000 tested, 1.2% active; AID 743398, 2014; Wnt/beta-catenin reporter cell assay, activator; activation, % at 9.35 µM; in the data active = activation above about 30%, passing the limit was not always enough;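 also: 0% = neutral control wells and 100% = positive control wells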
MITF TRPM1 HTS: activators of MITF-driven TRPM1 promoter reporter, primary screen, cell-based, SK-MEL-5, luciferase, single point. activation, % at 12.5 µM. 300,000 tested, 0.75% active. SK-MEL-5 TRPM1-promoter luciferase, 24 h; % of positive control, neutral wells = 0;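 active = mean activation of at least 80% with every replicate also reaching 80%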;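 also: 0% = neutral control wells and 100% = parthenolide positive control wells; values of inactives mirror those of a sister screen read the other way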
Rtt109 HAT inh: inhibitors of C. albicans Rtt109/Vps75 HAT, primary screen, biochemical, ThioGlo CoA-SH fluorescence, plate reader. Histone acetyltransferase RTT109 (Candida albicans (strain SC5314 / ATCC MYA-2876)), …. purified Rtt109/Vps75, 4 h. inhibition, % at 34.9 µM. 330,000 tested, 0.16% active;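 active = inhibition of at least 50% in every replicate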
cardiac RTF act: cardiac RTF calcium sensitivity activators, primary screen, biochemical, IANBD-TnC fluorescence, EC20 calcium; 340,000 tested, 0.24% active; activation, % at 7.2 µM; IANBD-labeled TnC RTF fluorescence at EC20 calcium; 0% EC20 calcium, 100% full calcium; Troponin I, cardiac muscle (Homo sapiens) + Troponin T, cardiac muscle (Homo sapiens) + …; AID 493008, 2010;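 active = activation above the mean over all tested compounds plus 3 SD, cut at about 30% in these data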;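 also: rise in fluorescence read as greater calcium sensitivity of cardiac thin filaments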
PvdQ acylase: P. aeruginosa PvdQ acylase inhibitors, primary screen, biochemical, fluorescence, plate reader and imaging, single point; PvdQ acylase [Pseudomonas aeruginosa LESB58]; purified PvdQ acylase; inhibition, % at 10 µM; 340,000 tested, 0.063% active; AID 488965, 2010; in the data active = inhibition above about 30%, passing the limit was not always enough;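 also: 0% = vehicle neutral wells and 100% = reference inhibitor wells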
dFosB activator: activators of delta FosB homodimer, primary screen, biochemical, fluorescence polarization, TAMRA-CDK5 oligo, single point; activation, % at 25 µM; Protein FosB (Mus musculus), P13346; AID 493131, 2011; 340,000 tested, 0.99% active; purified delta FosB; percent of positive-control signal above neutral wells;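 active = mean activation above about 17%, with every replicate also reaching it, limit read from the data, passing the limit was not always enough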;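 also: fluorescence polarization rise as delta FosB binds a TAMRA Cdk5 AP-1 oligo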
SR-BI uptake up: activators of SR-BI mediated DiI-HDL uptake, primary screen, ldlA[mSR-BI] CHO cells, DiI fluorescence; 3 h; 100 = double the neutral-control signal; activation, % at 12.5 µM; 320,000 tested, 0.096% active; AID 504775, 2011;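 active = mean replicate activation of at least 60% and every replicate at or above 60%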;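 also: 0% = median plate neutral-control signal and 100% = twice that signal; values of inactives mirror those of a sister screen read the other way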
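system = CHO ldlA[mSR-BI] cells, LDL receptor-null, SR-BI overexpressing | medium = Ham's F12 with 0.5% BSA, HEPES 25 mM, pH 7.4 | probe or stimulus = DiI-HDL 10 µg/mL | compound dosing = single-point compound dose | incubation = compound exposure 3 h, 37 °C | technique = DiI fluorescence, bottom read | read-out = cell-associated DiI fluorescence as measure of HDL uptake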
An asterisk follows results filed as active; . = no result given; & = joins results of further samples.

SMILES | HTR5A ag ctr | SR-BI HDL uptake | CDK5 inh | Wnt bcat act | MITF TRPM1 HTS | Rtt109 HAT inh | cardiac RTF act | PvdQ acylase | dFosB activator | SR-BI uptake up
COc1ccc(C2C(C#N)=C(N)OC3=C2C(=O)CC(C)(C)C3)cc1Cn1cc([N+](=O)[O-])cn1 (stereo not drawn) | -2.3 | 15.0 | -1.4 | -3.6 | -6.7 | . | -9.8 | 11.9 | -13.9 | -15.0
CCS(=O)(=O)c1ccc(O)c(NC(=O)c2ccc(S(=O)(=O)N3CCCCCC3)cc2)c1 | 5.7 | -12.1 | -1.2 | -5.7 | -8.3 | -1.4 | -1.7 | -16.2 | -6.2 | 12.1
O=[N+]([O-])c1ccc(OCc2cnc(Cl)s2)cc1 | 3.4 | -14.5 | -1.2 | 0.8 | 8.5 | -2.4 | -1.4 | -8.5 | -3.7 | 14.5
O=[N+]([O-])c1ccc(N2CCN(S(=O)(=O)c3ccccc3)CC2)c2cccnc12 | -8.1 | 3.3 | -2.7 | -0.3 | 2.3 | -3.2 | 4.5 | -14.8 | -2.7 | -3.3
Cc1cc(C)cc(-n2cc[nH]c2=S)c1 | -1.2 | -12.0 | 1.8 | -3.0 | -8.1 | -1.2 | 3.3 | -7.1 | -2.0 | 12.0
O=C(c1ccccc1-c1ncc[nH]1)N1CCc2c([nH]c3ccccc23)C1c1ccccn1 (stereo not drawn) | . | 4.9 | 0.3 | 2.3 | -7.3 | 11.9 | . | 4.6 | -12.0 | -4.9
CCCCCOc1ccc(NC2=CC(=O)CCC2)cc1 | -1.4 | -13.7 | -0.1 | -1.3 | -3.5 | -3.8 | -1.3 | 2.6 | -9.2 | 13.7
CCOC(=O)c1[nH]c(CSc2nnc(-c3ccc(OC)cc3)o2)c(C(=O)OCC)c1C | 0.2 | 20.6 | 0.5 | . | -2.2 | 0.9 | -8.2 | -15.2 | 11.2 | -20.6
O=C(Cc1cccs1)Nc1nnc(SCc2ccc(F)cc2)s1 | -0.9 | -8.0 | -0.8 | . | -6.5 | 4.5 | -1.5 | -14.8 | -5.1 | 8.0
CCOc1ncccc1C(=O)N1CCN(Cc2ccc3c(c2)OCO3)CC1 | 6.7 | -1.2 | -0.7 | -1.7 | 4.0 | -4.1 | 2.9 | 12.8 | 7.7 | 1.2
CN1CCN(C(=O)c2ccc(-c3cccs3)s2)CC1 | . | -3.2 | 1.1 | 36.0* | . | -7.8 | . | -15.4 | -0.5 | 3.2
CCOC(=O)c1ccccc1OC(=O)Oc1ccccc1C(=O)OCC | 0.0 | 25.6 | -0.4 | -1.8 | -22.1 | 1.9 | 0.3 | -8.0 | -1.2 | -25.6
O=C(NC1CCCC1)C(c1ccc(Cl)cc1)N(C(=O)c1csnn1)C1CC1 (stereo not drawn) | 5.0 | 0.3 | -1.9 | 2.5 | 5.1 | -7.8 | 1.2 | -8.1 | -6.2 | -0.3
Nc1cc(N2CCCCC2)c([N+](=O)[O-])cc1Cl | 4.5 | -6.8 | 0.7 | -0.2 | 3.0 | -1.0 | 9.2 | -8.2 | -2.5 | 6.8
CCCCOc1ccc(C(=O)CCN2CCCCC2)cc1 | -1.8 | 0.5 | 1.7 | -1.5&-4.6 | 12.6 | 2.8 | 0.0 | -13.2 | 6.6 | 8.1
COc1cc(CNCCc2c[nH]c3ccccc23)ccc1OCc1ccccc1F | -2.9 | -32.6 | 1.7 | 0.4 | 1.3 | -1.0 | 2.1 | -7.4 | 4.2 | 32.6
O=C(Cn1cc(C(F)(F)F)cc(Cl)c1=O)Nc1cc(Cl)cc(Cl)c1 | -4.5 | 4.5 | 0.4 | -1.7 | 5.2 | 15.1 | -0.6 | 9.4 | 14.6 | -4.5
COc1ccccc1N1CCN(C(=O)NC23CC4CC(CC(C4)C2)C3)CC1 | 10.1 | 47.6 | 0.4 | -3.1 | 0.4 | -4.7 | -5.7 | -7.4 | -5.8 | -47.6
O=C(CSc1ccc(Br)cc1)Nc1ccc(N2CCOCC2)cc1 | 1.6 | -6.0 | -0.4 | 0.7 | -2.0 | 10.2 | -0.7 | 7.8 | -4.9 | 6.0
CCOC(=O)N1CCC(NC(=O)C2CCN(S(=O)(=O)c3ccc4c(c3)oc(=O)n4C)CC2)CC1 | 5.0 | -13.2 | -6.0 | -0.7 | -7.5 | -15.6 | -1.0 | -3.6 | 0.3 | 13.2
NS(=O)(=O)c1ccc(NC(=O)/C=C/c2cccs2)cc1 | 5.0 | 10.7 | 1.2 | 5.2 | 33.9 | 6.6 | 0.2 | 4.2 | 7.8 | -10.7
CC(C)NC(=O)N(C)C[C@H]1Oc2ccc(NC(=O)C3CCCCC3)cc2C(=O)N([C@H](C)CO)C[C@@H]1C | 2.3 | -15.1 | -1.8 | -4.4 | -2.7 | -8.4 | 1.6 | -6.9 | -1.7 | 15.1
COc1ccc(C(=O)Nc2cc(C)on2)cc1S(=O)(=O)N1CC(c2ccccc2)CC1=O (stereo not drawn) | . | 30.9 | -1.3 | -1.6 | 9.4 | 14.9 | . | -3.3 | -1.5 | -30.9
COc1ccnc2c1c(=O)n(Cc1cccc(F)c1)c(=O)n2C | 1.2 | 8.6 | 0.1 | -0.6 | -1.6 | -14.3 | 1.1 | -4.0 | 0.8 | -8.6
Cc1cccn2c(=O)c3cc(C#N)c(=O)n(CCCN4CCOCC4)c3nc12 | 4.5 | -6.4 | -0.2 | 1.3 | . | . | -0.6 | -29.6 | -14.0 | 6.4
New compounds follow.
SMILES | HTR5A ag ctr | SR-BI HDL uptake | CDK5 inh | Wnt bcat act | MITF TRPM1 HTS | Rtt109 HAT inh | cardiac RTF act | PvdQ acylase | dFosB activator | SR-BI uptake up
O=C(NCc1ccccc1)c1ccccc1CO | 5.8 | 11.4 | 0.5 | 1.9 | 9.7 | 10.5 | -3.1 | 12.9 | -3.1 | -11.4
COc1cccc(-c2nc(-c3ccccc3)c(-c3ccccc3)[nH]2)c1OCC(=O)O | -1.4 | 19.5 | 0.8 | -0.2 | . | -3.9 | -4.6 | -8.4 | -11.5 | -19.5
C=C(C)COC(=O)c1ccccc1C(=O)OCC1(C)CO1 (stereo not drawn) | 6.0 | -10.6 | 0.5 | 6.9 | 6.9 | -0.5 | 5.9 | -1.2 | 4.4 | 10.6
Cc1cccc(NC(=O)N2CCN(Cc3ccccc3)CC2)c1 | 0.8 | 6.8 | 3.0 | . | . | 0.3 | 6.1 | -11.2 | -8.5 | -6.8
O=C(NN=C1C2CC3CC(C2)CC1C3)c1cccc(S(=O)(=O)N2CCOCC2)c1 | 0.7 | -8.8 | 0.0 | . | 1.9 | -3.1 | 3.9 | -2.6 | -9.2 | 8.8
NS(=O)(=O)c1ccc(CCNC(=S)NC2CCCCC2)cc1 | 2.3 | -4.7 | 2.7 | 1.0 | -2.8 | -3.4 | 1.3 | 7.4 | 1.5 | 4.7
CC(C)CN1C(=O)c2ccc(NC(=O)Cc3ccccc3)cc2C1=O | 7.7 | 7.9 | -0.7 | -1.4 | -6.5 | -7.9 | 7.8 | -9.6 | -3.0 | -7.9
O=[N+]([O-])c1ccccc1OCCN1CCCC1 | -1.2 | 20.1 | 0.9 | -0.1 | . | -6.9 | -1.8 | 0.6 | -10.2 | -20.1
COc1cccc2cc(C(C)N(CCCN3CCOCC3)C(=O)Nc3ccccc3)oc12 (stereo not drawn) | 3.6 | -18.5 | -0.1 | . | 4.1 | 1.7 | -3.1 | 1.0 | -0.9 | 18.5
CCCCCc1nnc(NC(=O)NS(=O)(=O)c2ccc(C)cc2)s1 | -3.0 | -11.0 | -3.0 | -0.4 | -6.5 | -4.4 | -6.0 | -7.3 | -5.8 | 11.0
CCCNc1nc2c(c(=O)[nH]c(=O)n2C)n1CCc1ccccc1 | -1.4 | 5.5 | -4.2 | -0.5 | 8.9 | -2.6 | 3.5 | -9.9 | -1.3 | -5.5
CC1(C)C2CCC1(CS(=O)(=O)NC1CCCC1)C(=O)C2 (stereo not drawn) | -1.7 | -2.2 | 0.0 | -1.2 | -11.9 | 5.2 | 6.5 | -24.1 | -1.6 | 2.2
CCOc1ccc(OCCOc2cccc(C(F)(F)F)c2)cc1 | 0.8 | -7.2 | -1.3 | . | 12.8 | -1.4 | -1.8 | 9.3 | 2.2 | 7.2
CCOC(=O)C1CCN(C(=S)Nc2ccccc2)CC1 | 7.9 | -18.3 | 1.0 | -3.0 | -4.9 | 13.9 | 2.1 | 12.0 | -0.7 | 18.3
CC(C)c1ccc(CCNC(=O)CCNC(=O)c2ccc(Br)cc2)cc1 | 1.2 | 5.7 | -0.9 | -0.2 | 9.3 | -0.3 | -1.8 | -13.9 | 2.1 | -5.7
O=C(COc1ccc([N+](=O)[O-])cc1)Nc1cc(S(=O)(=O)N2CCCCC2)ccc1N1CCCCC1 | 2.9 | 36.6 | -1.8 | -9.1 | 1.5 | -0.1 | -10.3 | -8.8 | 6.6 | -36.6
Cc1cc(NC(=O)CCC(=O)N(c2ccc(F)cc2)C(C(=O)NC2CCCC2)c2ccc(C)o2)no1 (stereo not drawn) | 1.9 | 2.1 | 0.1 | -1.1 | 7.4 | 7.3 | -8.3 | -6.9 | -2.8 | -2.1
O=C(Nc1cccnc1)/C(N=Nc1cccnc1)=C(\O)c1ccccc1 | -1.3 | -20.9 | -0.9 | . | -0.8 | 5.8 | 3.9 | -8.5 | -5.7 | 20.9

Ordered by length of the SMILES (smallest number first): 4 of the compounds above
SMILES | HTR5A ag ctr | SR-BI HDL uptake | CDK5 inh | Wnt bcat act | MITF TRPM1 HTS | Rtt109 HAT inh | cardiac RTF act | PvdQ acylase | dFosB activator | SR-BI uptake up
CN1CCN(C(=O)c2ccc(-c3cccs3)s2)CC1 | . | -3.2 | 1.1 | 36.0* | . | -7.8 | . | -15.4 | -0.5 | 3.2
O=C(CSc1ccc(Br)cc1)Nc1ccc(N2CCOCC2)cc1 | 1.6 | -6.0 | -0.4 | 0.7 | -2.0 | 10.2 | -0.7 | 7.8 | -4.9 | 6.0
CCOc1ncccc1C(=O)N1CCN(Cc2ccc3c(c2)OCO3)CC1 | 6.7 | -1.2 | -0.7 | -1.7 | 4.0 | -4.1 | 2.9 | 12.8 | 7.7 | 1.2
CC(C)c1ccc(CCNC(=O)CCNC(=O)c2ccc(Br)cc2)cc1 | 1.2 | 5.7 | -0.9 | -0.2 | 9.3 | -0.3 | -1.8 | -13.9 | 2.1 | -5.7
